Bioassay records (PubChem BioAssay)
AddAB inh: less growth of phage-infected E. coli with AddAB; E. coli expressing H. pylori AddAB, absorbance growth; inhibition, % at 11.9 µM; AID 435030; 0.29% of 330,000 active; in the data active = inhibition above about 12%;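 also: 0% = vehicle wells of infected cells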
Pemphigus Ab inh: blocks pemphigus antibody binding to human desmoglein-3; DSG3-coupled beads, scFv-anti-DSG3-GFP binding, flow cytometry; hits give low values; AID 588358; binding (percent of control), % at 10 µM; 0.48% of 310,000 active; P32926;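 active = binding more than 3 SD below its plate's average and above zero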;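 also: hits lower antibody fragment binding to DSG3; some compounds called inactive have numbers as strong as hits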
Target sequence (P32926 whole entry, looked up, the tested form may be a part): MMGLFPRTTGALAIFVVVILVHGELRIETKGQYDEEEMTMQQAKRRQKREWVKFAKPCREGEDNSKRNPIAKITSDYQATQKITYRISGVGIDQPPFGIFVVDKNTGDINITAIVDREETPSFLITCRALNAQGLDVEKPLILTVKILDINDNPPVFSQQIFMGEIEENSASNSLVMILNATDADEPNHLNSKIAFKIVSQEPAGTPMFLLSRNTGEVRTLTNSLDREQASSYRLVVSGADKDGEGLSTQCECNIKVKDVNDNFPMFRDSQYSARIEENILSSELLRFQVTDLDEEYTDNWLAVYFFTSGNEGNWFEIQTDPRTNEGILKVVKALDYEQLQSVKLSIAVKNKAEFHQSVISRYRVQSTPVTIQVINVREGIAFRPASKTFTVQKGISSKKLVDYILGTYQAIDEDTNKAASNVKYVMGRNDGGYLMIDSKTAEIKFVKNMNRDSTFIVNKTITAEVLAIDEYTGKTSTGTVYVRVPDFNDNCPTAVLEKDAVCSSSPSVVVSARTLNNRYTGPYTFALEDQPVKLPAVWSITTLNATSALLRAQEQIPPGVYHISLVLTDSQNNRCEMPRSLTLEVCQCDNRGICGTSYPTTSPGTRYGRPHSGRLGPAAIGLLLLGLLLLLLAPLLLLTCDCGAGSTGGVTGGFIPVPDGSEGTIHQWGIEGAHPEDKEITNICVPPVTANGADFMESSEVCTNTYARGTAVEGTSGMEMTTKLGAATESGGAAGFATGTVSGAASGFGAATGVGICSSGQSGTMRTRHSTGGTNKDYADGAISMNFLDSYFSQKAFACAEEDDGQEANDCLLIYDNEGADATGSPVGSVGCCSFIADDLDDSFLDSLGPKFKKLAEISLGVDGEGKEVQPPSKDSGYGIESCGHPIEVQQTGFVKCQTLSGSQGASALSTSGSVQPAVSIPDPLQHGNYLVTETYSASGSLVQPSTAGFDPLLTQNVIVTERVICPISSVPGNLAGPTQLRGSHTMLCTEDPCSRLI
PKA-R1A act: activates the PKA-R1A holoenzyme complex; P00514+P68181; PKA-R1A dissociation, Cy5-IP20 fluorescence polarization; scaled: DMSO 0%, 113 µM cGMP 100%; activation, % at 11.4 µM; 0.083% of 340,000 active; AID 504707;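 active = percent activation above the mean of all tested compounds plus 3 SD, cut at about 19% in these data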;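 also: higher means more PKAc released from R1A so a rise in polarization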
E coli growth: bacterial growth inhibition, counter-screen for AddAB inhibitors; E. coli V3065 growth, OD600 absorbance, 18 h; inhibition, % at 11.9 µM; AID 449728; 0.27% of 330,000 active;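 active = inhibition above the campaign's mean inhibition across all tested compounds plus 3 SD, cut at about 9.9% in these data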;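 also: uninfected addAB+ strain grown without phage in ampicillin broth; 0% = DMSO wells and 100% = ciprofloxacin 0.95 µg/ml wells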
phage Ecoli inh: E. coli growth loss with phage present | growth absorbance | inhibition, % at 11.9 µM | 0.26% of 360,000 active; in the data active = inhibition above about 11%
SUMO Mot1 rescue: blocks SUMOylation pathway, rescuing yeast Mot1-301 growth | 1% of 320,000 active | growth rescue, % at 18.8 µM | S. cerevisiae Mot1-301 growth rescue, ATP luminescence, 38.5C; percent above DMSO median, 100 means doubled;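 active = every valid replicate shows activation above 250% relative to neutral control wells; inactive = the rest, any valid replicate at or below 250%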;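 also: OY570 slx delta 5 strain wells were the positive control but not used for scaling; some compounds called inactive have numbers as strong as hits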
* = called active by the depositor; x = no result given. A portion of the library; rates above refer to the full screens.

compound	SUMO Mot1 rescue	PKA-R1A act	E coli growth	Pemphigus Ab inh	AddAB inh	phage Ecoli inh
N#CC12c3ccccc3C(=O)N1Cc1cnnn1-c1ccccc12 (stereo unspecified)	x	x	x	x	x	2.0
c1ccc(CCN2CCC3CCNC3C2)cc1 (stereo unspecified)	x	x	x	x	x	1.1
Cc1cccc2nc(-c3ccccc3)c(-c3ccc(CN4CCC(n5c(=O)[nH]c6cc(Cl)ccc65)CC4)cc3)nc12	x	x	x	x	x	0.5
CCCN(CCC)CCc1c[nH]c2ccccc12	x	x	x	x	x	2.8
NC(Cc1ccc(F)cc1)c1csc(Nc2cnccn2)n1 (stereo unspecified)	x	x	x	x	x	2.4
CC(=O)C1=C(C)OC2=C(C(=O)CCC2)[C@@]12C(=O)N(C)c1ccccc12	x	x	x	x	x	3.2
COc1cccc(-c2ccc3c(c2)C2c4cnnn4-c4ccccc4C(=O)N2CC3)c1 (stereo unspecified)	x	x	x	x	x	0.8
O=c1[nH]c2ccccc2n1C1CCN(C(c2ccccc2OC(F)(F)F)c2nnnn2-c2ccc3c(c2)OCCO3)CC1 (stereo unspecified)	x	x	x	x	x	0.0
COc1ccc(-n2nnnc2C(C2CC2)N2CCC(n3c(=O)[nH]c4ccccc43)CC2)cc1 (stereo unspecified)	x	x	x	x	x	0.2
O=C(c1cc(-c2ccccc2)on1)N1CCC2(CC1)OCCO2	x	x	0.1	x	1.0	x
O=c1[nH]c(=S)n(C2CC2)c(O)c1C=NCc1cccnc1	-15	x	-0.5	x	-0.3	x
CCCCCCNC(=O)N[C@@H](Cc1ccc(O)cc1)C(=O)NCCC[C@H]1CN2C(=NC[C@H]2C)N1CC1CCC1	-12	x	0.4	x	3.4	x
O=C(O)c1sc2cc(Cl)ccc2c1Cl	0	x	0.8	x	1.2	x
CC[C@H](C)[C@@H]1O[C@@]2(C=CC1C)CC1C[C@@H](CC=C(C)C(O[C@H]3CC(OC)C(O[C@H]4CC(OC)C(O)C(C)O4)C(C)O3)C(C)C=CC=C3CO[C@@H]4C(O)C(C)=C[C@@H](C(=O)O1)[C@]34O)O2 (stereo partly specified)	-8	x	0.7	x	-1.3	x
CCc1ccc(N2C(=O)NC(=O)/C(=C/c3ccsc3)C2=O)cc1	-6	x	-2.4	x	2.3	x

3 compounds from above, ordered by molecular weight, lowest first:
compound	SUMO Mot1 rescue	PKA-R1A act	E coli growth	Pemphigus Ab inh	AddAB inh	phage Ecoli inh
O=c1[nH]c(=S)n(C2CC2)c(O)c1C=NCc1cccnc1	-15	x	-0.5	x	-0.3	x
N#CC12c3ccccc3C(=O)N1Cc1cnnn1-c1ccccc12 (stereo unspecified)	x	x	x	x	x	2.0
CC[C@H](C)[C@@H]1O[C@@]2(C=CC1C)CC1C[C@@H](CC=C(C)C(O[C@H]3CC(OC)C(O[C@H]4CC(OC)C(O)C(C)O4)C(C)O3)C(C)C=CC=C3CO[C@@H]4C(O)C(C)=C[C@@H](C(=O)O1)[C@]34O)O2 (stereo partly specified)	-8	x	0.7	x	-1.3	x

(cont.)
compound	SUMO Mot1 rescue	PKA-R1A act	E coli growth	Pemphigus Ab inh	AddAB inh	phage Ecoli inh
Oc1cc2c(cc1O)[C@H]1c3ccccc3CN[C@@H]1CC2	11	x	0.9	x	2.4	x
COC[C@]12CN(C)C3C4[C@H](OC)[C@H]1C3([C@@H](OC)C[C@H]2O)[C@@H]1C[C@@]2(O)[C@H](OC(=O)c3ccccc3)[C@@H]1[C@]4(OC(C)=O)[C@@H](O)[C@@H]2OC	-8	x	-0.3	x	1.0	x
OC(CNC1CCCCCCC1)c1ccccc1 (stereo unspecified)	126	x	2.9	x	0.8	x
C=C1C(O)[C@@H]2O[C@]3(CC[C@H](/C=C/C(C)[C@@H]4CC(C)=CC5(O[C@H](C[C@@](C)(O)C(=O)O)CCC5O)O4)O3)CC[C@H]2O[C@@H]1C(O)CC(C)[C@H]1OC2(CCCCO2)CCC1C (stereo partly specified)	888*	x	1.8	x	2.1	x
CC[C@H]1CC2CN3CCc4c([nH]c5ccccc45)C(C(=O)OC)(C2)C13 (stereo partly specified)	-25	x	-2.5	x	6.2	x
CC[C@@H](C(N)=O)N1CCCC1=O	4	x	-0.6	x	-2.7	x
COc1ccc(C2C([N+](=O)[O-])=C(N)Oc3c2c(=O)oc2ccccc32)cc1 (stereo unspecified)	326	x	-0.1	x	0.8	x
CCCCCCNC(=O)N[C@H](Cc1ccc(O)cc1)C(=O)NCCC[C@H]1CN2C(=NC[C@H]2CCC)N1CC1CCC1	13	x	-2.0	x	0.6	x
C[C@@]1(CO)[C@H](O)CC[C@@]2(C)[C@H]1CC[C@H]1C[C@@H]3C[C@@]12CC[C@]3(O)CO	5	x	-2.5	x	-3.3	x
NC(=O)c1ccc(N=Nc2c(O)[nH]c(=O)[nH]c2=O)cc1	-11	x	0.3	x	-0.2	x
NCCc1ccccn1	-1	x	0.3	x	0.5	x
Clc1ccc(CO/N=C(\Cn2ccnc2)c2ccc(Cl)cc2Cl)c(Cl)c1	201	x	-2.7	x	-0.3	x
O=c1[nH]c(O)c(C=Nc2ccccc2[N+](=O)[O-])c(=O)[nH]1	12	x	0.1	x	4.8	x
CCNc1cc(N2CCNCC2)ccc1[N+](=O)[O-]	-8	x	2.1	x	4.1	x
Cn1c2ccccc2c2cnn(CC(=O)N3CCC4(CC3)OCCO4)c(=O)c21	-9	x	-0.7	x	1.5	x

Pulled by compound from the list above (seven):
compound	SUMO Mot1 rescue	PKA-R1A act	E coli growth	Pemphigus Ab inh	AddAB inh	phage Ecoli inh
O=c1[nH]c2ccccc2n1C1CCN(C(c2ccccc2OC(F)(F)F)c2nnnn2-c2ccc3c(c2)OCCO3)CC1 (stereo unspecified)	x	x	x	x	x	0.0
O=C(O)c1sc2cc(Cl)ccc2c1Cl	0	x	0.8	x	1.2	x
CCNc1cc(N2CCNCC2)ccc1[N+](=O)[O-]	-8	x	2.1	x	4.1	x
COc1ccc(-n2nnnc2C(C2CC2)N2CCC(n3c(=O)[nH]c4ccccc43)CC2)cc1 (stereo unspecified)	x	x	x	x	x	0.2
COc1cccc(-c2ccc3c(c2)C2c4cnnn4-c4ccccc4C(=O)N2CC3)c1 (stereo unspecified)	x	x	x	x	x	0.8
NC(Cc1ccc(F)cc1)c1csc(Nc2cnccn2)n1 (stereo unspecified)	x	x	x	x	x	2.4
CC(=O)C1=C(C)OC2=C(C(=O)CCC2)[C@@]12C(=O)N(C)c1ccccc12	x	x	x	x	x	3.2

(more compounds)
compound	SUMO Mot1 rescue	PKA-R1A act	E coli growth	Pemphigus Ab inh	AddAB inh	phage Ecoli inh
CC(C)[C@]12O[C@H]1[C@@H]1O[C@]13[C@]1(O[C@H]1C[C@H]1C4=C(CC[C@@]13C)C(=O)OC4)[C@@H]2O	-5	x	0.6	x	-1.6	x
Cn1cccc1CNCCc1ccccc1	-2	x	1.7	x	-0.2	x
CCCCCCn1c(=O)c(C(=O)Nc2nnc(C)s2)c(O)c2ccccc21	-7	x	1.4	x	-0.8	x
COP(=O)(OC)C(O)C(Cl)(Cl)Cl (stereo unspecified)	240	x	-0.6	x	-2.9	x
C/C=C(\C)C(=O)OC1C(C)=C2C(C1OC(=O)CCCCC)C(C)(OC(C)=O)CC(OC(=O)CCC)C1(O)C2OC(=O)C1(C)O (stereo unspecified)	-14	x	-3.2	x	1.0	x
Cc1cccc(N2C(=O)NC(=O)/C(=C/c3ccc(-c4ccc(C(=O)O)c(Cl)c4)o3)C2=O)c1	-4	x	0.2	x	3.3	x
CC(N)Cc1ccccc1Sc1ccc(O)cc1 (stereo unspecified)	176	x	2.2	x	0.8	x
C[C@@H]1CN([C@H](C)CO)C(=O)CCCn2nncc2CO[C@H]1CN(C)C(=O)Oc1ccc2ccccc2c1	x	-5	x	x	x	5.3
CCOC(=O)c1cccc(C2=C(CNC(=O)c3ccc([N+](=O)[O-])cc3)[C@H]3CC[C@@H](C2)N3Cc2ccccc2)c1	x	-11	x	x	x	-0.1
O=C(Cc1cccs1)N1Cc2ccccc2-n2nncc2C1	x	-3	x	x	x	1.0
Cc1ccc(OC(=O)N(C)C[C@@H]2OCc3cnnn3CCCC(=O)N([C@H](C)CO)C[C@@H]2C)cc1	x	-2	x	x	x	2.2
CCOC(=O)c1cccc(C2=C(CNC(=O)c3ccncc3)[C@H]3CC[C@@H](C2)N3Cc2ccccc2)c1	x	-4	x	x	x	3.9
CCOC(=O)c1cccc(C2=C(CNC(=O)c3nccs3)[C@H]3CC[C@@H](C2)N3Cc2ccccc2)c1	x	2	x	x	x	4.5
CS(=O)(=O)c1ccc(C2=C(CNC(=O)c3ccncc3)[C@H]3CC[C@@H](C2)N3CCOc2ccccc2)cc1	x	3	x	x	x	0.6
COc1ccc(OC(=O)N(C)C[C@@H]2OCc3cnnn3CCCC(=O)N([C@H](C)CO)C[C@H]2C)cc1	x	7	x	x	x	2.8
C[C@@H]1CN([C@@H](C)CO)C(=O)CCCn2nncc2CO[C@@H]1CN(C)C(=O)Oc1ccc2ccccc2c1	x	-5	x	x	x	-0.4
O=C(c1cc(Cl)cc(Cl)c1)N1Cc2ccccc2-n2nncc2C1	x	2	x	x	x	-0.2
O=C(c1cccnc1)N1Cc2ccccc2-n2nncc2C1	x	-5	x	x	x	0.6
CC(C)Oc1ccc(Cc2c(O)[nH]c(=O)[nH]c2=O)cc1	1	x	0.6	x	1.8	2.6
C/C(=N\NC(=O)c1ccncc1)c1c(O)[nH]c(=O)[nH]c1=O	-13	x	-3.4	x	-0.2	1.5
C1=C(c2c[nH]c3ccccc23)CCNC1	107	x	1.2	x	3.7	0.7
C[C@]12CCC3C(CC[C@H]4C[C@@H](O)CC[C@]34C)C1C[C@@H](O)C2=O (stereo partly specified)	-17	x	-1.9	x	-0.4	1.5
COc1cc2c(cc1OC)C(c1c(O)n(CCc3ccccc3)c(=S)[nH]c1=O)NCC2 (stereo unspecified)	-9	x	-0.7	x	2.0	1.2
CCN1CCN(Cc2cc(OC)c(OC)cc2[N+](=O)[O-])CC1	-1	x	-2.9	x	-0.8	1.2
c1ccc2c(CNC3CCCCC3)c[nH]c2c1	-6	x	0.7	x	0.1	2.0
O=C1NC(=O)C(=Cc2ccc3c(c2)OCO3)C(=O)N1	-7	x	-0.6	x	1.7	2.7
c1ccc2[nH]c(CCN3CCCCC3)nc2c1	x	-1	x	96	x	1.8
Fc1ccccc1CN1Cc2ccccc2-n2nncc2C1	x	2	x	97	x	3.1
C[C@@H]1CN([C@@H](C)CO)C(=O)CCCn2nncc2CO[C@@H]1CN(C)C(=O)Oc1cccc2ccccc12	x	-16	x	95	x	3.4
O=C(O)C(O)(c1ccc(Cl)cc1)C1(O)CCCC1 (stereo unspecified)	x	-3	x	102	x	1.9
COc1ccc(C(CC(C)=O)c2c(O)c3ccccc3oc2=O)cc1OC (stereo unspecified)	x	-1	x	104	x	1.4
O=C(c1cccs1)N1CCC(C(=O)O)(c2ccccc2)CC1	x	7	x	107	x	3.6
C[C@]12CC[C@H](O)C[C@@H]1CC[C@H]1[C@H]3CCC(=O)[C@@]3(C)CC[C@@H]12	x	1	x	98	x	1.3
COc1cccc(C)c1NC1=NCCO1	x	10	x	107	x	1.6
COc1cc(C=NNC(=S)Nc2ccc(S(=O)(=O)N3CCCCC3)cc2)cc(OC)c1OC	x	-6	x	100	x	1.9
COc1ccc(C(=O)CC(c2ccc(OC)c(OC)c2)c2c(O)c3ccccc3oc2=O)cc1OC (stereo unspecified)	x	1	x	104	x	0.1
CCc1cc2c(cc1-c1csc(C/C(N)=N/O)n1)C(C)(C)CCC2(C)C	x	-11	x	107	x	0.1
CCOC(=O)CNC(=O)N1Cc2ccccc2-n2nncc2C1	x	3	x	104	x	-1.6
Cc1ccc(OC(=O)N(C)C[C@@H]2OCc3cnnn3CCCC(=O)N([C@@H](C)CO)C[C@@H]2C)cc1	x	9	x	99	x	2.1
c1cc2c(c(NC3=NCCCS3)c1)CCCC2	x	-6	x	109	x	2.4
CS(=O)(=O)c1ccc(C2=C(CNC(=O)c3cccnc3)[C@H]3CC[C@@H](C2)N3Cc2ccccc2)cc1	x	-7	x	115	x	1.7
O=C(NCC1=C(c2ccc3ccccc3c2)C[C@@H]2CC[C@H]1N2Cc1ccco1)c1cccnc1	x	-6	x	115	x	4.8
